Screens (PubChem BioAssay)
NPYLR7 agonist: mosquito NPYLR7 agonism; HEK293T NPYLR7/Galpha15, GCaMP6s calcium fluorescence; hit rate 0.15% among 270,000; AID 1259423; activation, % at 10 µM; in the data active means activation above about 40%;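 further: 0% = vehicle and 100% = reference agonist at the receptor; some compounds past the cut are filed as inactive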
mcGAS inh: blocks mouse cGAS activity. hit rate 0.15% among 160,000. inhibition, % at 12.5 µM. Q8C6L5. recombinant cGAS, Kinase-Glo ATP depletion luminescence;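 further: 0% = negative control wells and 100% = reference inhibitor with no enzyme activity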
hcGAS inh: inhibitors of human cGAS; Q8N884; recombinant h-cGAS, ATP depletion, Kinase-Glo luminescence; inhibition, % at 12.5 µM; hit rate 0.081% among 290,000;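 further: 0% = vehicle reaction and 100% = reaction without DNA for no activity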
Target sequence (Q8N884 whole entry, looked up): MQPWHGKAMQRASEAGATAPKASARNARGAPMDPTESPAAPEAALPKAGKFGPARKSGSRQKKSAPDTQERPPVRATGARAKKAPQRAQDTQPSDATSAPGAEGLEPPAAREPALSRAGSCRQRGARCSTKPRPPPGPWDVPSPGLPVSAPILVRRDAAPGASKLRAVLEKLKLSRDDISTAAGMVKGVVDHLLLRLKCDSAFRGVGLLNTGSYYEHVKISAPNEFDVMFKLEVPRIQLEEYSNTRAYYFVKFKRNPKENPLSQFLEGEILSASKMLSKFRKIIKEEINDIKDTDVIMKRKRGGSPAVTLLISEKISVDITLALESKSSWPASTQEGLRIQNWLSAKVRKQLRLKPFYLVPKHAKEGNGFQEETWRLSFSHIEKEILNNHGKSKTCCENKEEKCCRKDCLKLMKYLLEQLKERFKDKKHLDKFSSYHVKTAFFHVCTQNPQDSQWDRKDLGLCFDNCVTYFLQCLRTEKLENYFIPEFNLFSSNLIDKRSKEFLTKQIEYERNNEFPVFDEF
* = called active by the depositor. Unless noted, no stated cut-off is given here; in the data, active means inhibition above about 40%; inactive means the rest.

CCOC(=O)N1CCN(C(=O)c2cc(-c3ccccc3OC)n3nc(-c4ccccc4)cc3n2)CC1 was read as NPYLR7 agonist 14, mcGAS inh -4 and hcGAS inh 1.
For COc1ccc(OC)c(NS(=O)(=O)c2cnc[nH]2)c1 the results were NPYLR7 agonist 12 and hcGAS inh -9.
O=S(=O)(Nc1ncccn1)c1ccc(Nc2ncnc3ccccc23)cc1 was read as NPYLR7 agonist 6 and hcGAS inh -9.
For COC[C@H]1NC(=O)CC[C@H]1C(=O)N1CCCCCC1 the results were mcGAS inh -5 and hcGAS inh -10.
CCC(C(=O)N(Cc1cc(NC(=O)c2ccccc2Cl)ccc1N(C)C)CC1CCCO1)c1ccccc1 (stereo unspecified) was read as NPYLR7 agonist 23, mcGAS inh -4 and hcGAS inh -7.
`CC(=O)NC1C(Oc2ccccc2C)OC(COC(C)=O)C(OC(C)=O)C1OC(C)=O` (stereo unspecified) gave NPYLR7 agonist 0, mcGAS inh -8 and hcGAS inh -5.
`Cc1nn(C)c(Cl)c1C1CC(=O)Nc2n[nH]c(-c3cccs3)c21` (stereo unspecified) gave NPYLR7 agonist 1, mcGAS inh -10 and hcGAS inh 1.
`Cc1noc(C)c1S(=O)(=O)NCCOc1ccc(-c2ccco2)nn1` gave NPYLR7 agonist -2, mcGAS inh -3 and hcGAS inh -5.
Screening C=CCn1c(N)cc(=O)nc1SCC(=O)N1c2ccccc2Sc2ccccc21 returned NPYLR7 agonist 5 and hcGAS inh -5.
`COc1cccc(C(=O)NC(C(=O)N2CCOCC2)C2CCN(C(=O)NC(C)C)CC2)c1` (stereo unspecified) gave NPYLR7 agonist -6, mcGAS inh -2 and hcGAS inh 0.
`CC1CN(S(=O)(=O)c2cccc(Cl)c2)CCN1S(=O)(=O)c1cccc(Cl)c1` (stereo unspecified) gave NPYLR7 agonist 6 and hcGAS inh -3.
Screening C=C(C)Cn1c(=O)c2c(nc3n2CC(C)CN3c2cccc(OC)c2)n(C)c1=O (stereo unspecified) returned NPYLR7 agonist 7 and hcGAS inh -8.
For Cc1noc(CSc2ccc(C(F)(F)F)cn2)n1 the results were NPYLR7 agonist 0, mcGAS inh -13 and hcGAS inh -2.
CCc1nc2ccc(C(=O)NCCCn3ccnc3)cn2c1N(C)C(=O)COc1ccccc1 was read as NPYLR7 agonist -4, mcGAS inh -2 and hcGAS inh -8.
CO[C@H]1CN(Cc2nc3ccccc3n2CC(C)C)CC[C@H]1N was read as NPYLR7 agonist -4 and hcGAS inh -5.
Screening Cc1nc(NCCNC(=O)Nc2ccccc2Cl)cc(N(C)C)n1 returned NPYLR7 agonist 0 and hcGAS inh -2.
`CCCCCCc1ccc(C(=O)N2CCN(C(=O)CCCCSc3nnc(Cc4ccccc4)n3-c3ccccc3C)CC2C)cc1` (stereo unspecified) gave NPYLR7 agonist -2, mcGAS inh -6 and hcGAS inh -3.
`O=C(CN1CCOC1=O)NC1CC(=O)N(Cc2cccc3ccccc23)C1` (stereo unspecified) gave NPYLR7 agonist 4, mcGAS inh -11 and hcGAS inh -5.
Screening CCN(CC)C(=O)Oc1ccc2c(ccn2Cc2cc(Cl)cc(Cl)c2)c1-c1ccc(C#N)cc1 returned NPYLR7 agonist 18, mcGAS inh -6 and hcGAS inh -7.
`COc1ccc(S(=O)(=O)CC(C)C(=O)NCc2ccccc2)cc1` (stereo unspecified) gave NPYLR7 agonist 2, mcGAS inh -17 and hcGAS inh -6.
For CCOC(=O)C1=C(O)/C(=C\c2cccc(C)n2)SC1=Nc1ccc(Cl)cc1 the results were NPYLR7 agonist -8, mcGAS inh -5 and hcGAS inh -6.
For COc1ccccc1C(Nc1nc(C)ns1)c1nccn1C (stereo unspecified) the results were NPYLR7 agonist 2, mcGAS inh -9 and hcGAS inh -6.
CCn1c(CC2CCN(Cc3ccncc3Cl)CC2)n[nH]c1=O was read as NPYLR7 agonist 0 and hcGAS inh -7.
Screening CC(C)CN(Cc1cccc(OS(C)(=O)=O)c1)C(=O)c1ccc(Cl)cc1Cl returned NPYLR7 agonist -3, mcGAS inh -5 and hcGAS inh -7.
For COC(=O)C1CCN(C(=O)CC2CSc3nc(C)cc(=O)n32)CC1 (stereo unspecified) the results were NPYLR7 agonist -1 and hcGAS inh -6.
For COCCOC(=O)C1=C(C)N(C)C(=S)NC1c1cccc(NC(=O)Nc2ccc([N+](=O)[O-])cc2)c1 (stereo unspecified) the results were mcGAS inh -5 and hcGAS inh -1.
COc1ccccc1-c1cc(C(=O)O)cc(S(=O)(=O)N2CCN(C)CC2)c1 was read as NPYLR7 agonist 21, mcGAS inh -19 and hcGAS inh -6.
`O=C(NCCOc1ccc2nnc(-c3ccccc3)n2n1)c1cc(-c2cccs2)[nH]n1` gave NPYLR7 agonist 0 and hcGAS inh 4.
Screening O=C(Nc1nc2c(s1)CCCC2)c1cc(-c2ccco2)n(C2CCS(=O)(=O)C2)n1 (stereo unspecified) returned NPYLR7 agonist 3 and hcGAS inh -5.
`COc1ccc(-n2c(C)nc3ccc(NC(=O)CNC(=O)c4ccccc4)cc3c2=O)cc1` gave NPYLR7 agonist -8 and hcGAS inh -1.
For O=C(CSc1nnc(CCn2ccc(=O)[nH]c2=O)o1)c1ccc(F)c(F)c1 the results were NPYLR7 agonist -2, mcGAS inh -9 and hcGAS inh -6.
`O=C(CCC(=O)N1CCC2(CC1)C(=O)NCN2c1ccccc1)c1ccc(CCCC2CC2)cc1` gave NPYLR7 agonist -9 and hcGAS inh -6.
Screening Cc1nn(C)c(Cl)c1S(=O)(=O)N1C[C@H]2CC=CC[C@H]2C1 returned NPYLR7 agonist -3 and hcGAS inh 2.
NC(=O)CSc1nc2cc(S(=O)(=O)N3CCCC3)ccc2n1CC1CCCO1 (stereo unspecified) was read as NPYLR7 agonist 4, mcGAS inh -6 and hcGAS inh -4.
Screening Cc1ccc(-c2cc(C(F)F)nc(N3CCCC3)n2)cc1 returned NPYLR7 agonist 0 and hcGAS inh 2.
`Cc1nc(NC(C)C)c2c3c(sc2n1)CCCC3` gave NPYLR7 agonist -2 and hcGAS inh -4.
Screening Cc1noc(C)c1S(=O)(=O)N1CC(c2cccnc2)C1 returned NPYLR7 agonist -2 and hcGAS inh -3.
For O=C1CCc2cc(C(=O)Cn3nc(C(=O)O)c4ccccc4c3=O)ccc2N1 the results were NPYLR7 agonist -3 and hcGAS inh -1.
Screening COCCN(Cc1csc(COc2ccccc2OC)n1)C(=O)C1CC1 returned NPYLR7 agonist 23, mcGAS inh -5 and hcGAS inh -4.
CCC(C)N(Cc1sccc1C)C(=O)CC1CCOCC1 (stereo unspecified) was read as NPYLR7 agonist -5, mcGAS inh -9 and hcGAS inh 2.
`COC(=O)c1occc1CN1CC(C(N)=O)CCC1C` (stereo unspecified) gave NPYLR7 agonist 9 and hcGAS inh -14.
`Cc1nc2sc(C)c(C)n2c(=O)c1NC(=O)CSCc1ccccc1` gave NPYLR7 agonist 6 and hcGAS inh 2.
`COc1ccc2oc(=Nc3cccc(C(F)(F)F)c3)c(C(N)=O)cc2c1` gave NPYLR7 agonist -6, mcGAS inh 0 and hcGAS inh 9.
Screening CC(O)c1ccc(NC(=O)c2cnn3c2NC(c2ccc(F)cc2)CC3C(F)(F)F)cc1 (stereo unspecified) returned NPYLR7 agonist -3, mcGAS inh -6 and hcGAS inh -5.
Screening O=C(CCN(Cc1ccco1)c1nc(Cc2ccccc2)ns1)NC(Cc1ccccc1)c1ccccc1 (stereo unspecified) returned NPYLR7 agonist -6, mcGAS inh -6 and hcGAS inh -9.
Screening COc1nccnc1N1C[C@@H]2CC[C@H](C1)N(CC1CC1)C2 returned mcGAS inh -6 and hcGAS inh -11.
CCCCN(CC(=O)Nc1cc(-c2ccccc2)nn1-c1ccc(C)cc1C)C(=O)CC(C)(C)C was read as NPYLR7 agonist 17, mcGAS inh -3 and hcGAS inh 0.
`CCN(CC)C(=O)C(NC(=O)c1ccc(F)cc1)C1CCN(C(=O)c2ccccc2F)CC1` (stereo unspecified) gave NPYLR7 agonist -4, mcGAS inh -6 and hcGAS inh -6.

For convenience, 3 of the compounds above.
CCc1nc2ccc(C(=O)NCCCn3ccnc3)cn2c1N(C)C(=O)COc1ccccc1 was read as NPYLR7 agonist -4, mcGAS inh -2 and hcGAS inh -8.
CO[C@H]1CN(Cc2nc3ccccc3n2CC(C)C)CC[C@H]1N was read as NPYLR7 agonist -4 and hcGAS inh -5.
Screening Cc1nc(NCCNC(=O)Nc2ccccc2Cl)cc(N(C)C)n1 returned NPYLR7 agonist 0 and hcGAS inh -2.

Next section
For OC(C#CCN1CCCC1)(c1ccccc1)C1CCCC1 (stereo unspecified) the results were NPYLR7 agonist 7, mcGAS inh -2 and hcGAS inh -2.
For CSCC(C)C(=O)Nc1ncc(Cl)s1 (stereo unspecified) the results were NPYLR7 agonist 8, mcGAS inh -14 and hcGAS inh -6.
O=S(=O)(NC1CCCCC1Sc1ncccn1)c1ccc(Cl)cc1 (stereo unspecified) was read as NPYLR7 agonist -5 and hcGAS inh -5.
For Cc1ccc(S(=O)(=O)Nc2ccc(-c3ccc4nnc(C)n4n3)cc2)s1 the results were NPYLR7 agonist -19, mcGAS inh 0 and hcGAS inh -2.
Screening CCN(CC)C1=NC=CC(c2ccccc2)=CC1SC (stereo unspecified) returned NPYLR7 agonist 13 and hcGAS inh -5.
`CC(=O)c1ccc(C(=O)Nc2nnc(-c3cc(C)n(C)n3)o2)cc1` gave NPYLR7 agonist -10, mcGAS inh -6 and hcGAS inh -2.
Screening CN(CCc1ccccn1)C(=O)CC1C(=O)NCCN1Cc1cccc(F)c1 (stereo unspecified) returned NPYLR7 agonist -1 and hcGAS inh -4.
Screening COc1cc(-c2nc3ccc(Br)cn3c2NC2CCCCC2)ccc1OC(=O)c1cccc(Br)c1 returned NPYLR7 agonist 14, mcGAS inh -8 and hcGAS inh -10.
`CCc1nc(Nc2ccccc2F)c2ccc(Cl)cc2n1` gave NPYLR7 agonist 5, mcGAS inh -5 and hcGAS inh -5.
`O=C(c1ccccc1Cl)N1CCN(C2c3ccccc3CCc3ccccc32)CC1` gave NPYLR7 agonist 12, mcGAS inh -7 and hcGAS inh -9.
COc1cc(C(=O)Nc2oc3ccccc3c(=O)c2-c2ccc(C)cc2)cc(OC)c1OC was read as NPYLR7 agonist -3 and hcGAS inh 7.
`CCCc1cc2c(=O)c(-c3cc4ccccc4o3)coc2cc1OC(C)C(=O)OCC` (stereo unspecified) gave NPYLR7 agonist -3 and hcGAS inh -3.

7 entries from above, ordered by SMILES length, smallest number first.
For CSCC(C)C(=O)Nc1ncc(Cl)s1 (stereo unspecified) the results were NPYLR7 agonist 8, mcGAS inh -14 and hcGAS inh -6.
For OC(C#CCN1CCCC1)(c1ccccc1)C1CCCC1 (stereo unspecified) the results were NPYLR7 agonist 7, mcGAS inh -2 and hcGAS inh -2.
O=S(=O)(NC1CCCCC1Sc1ncccn1)c1ccc(Cl)cc1 (stereo unspecified) was read as NPYLR7 agonist -5 and hcGAS inh -5.
`CC(=O)c1ccc(C(=O)Nc2nnc(-c3cc(C)n(C)n3)o2)cc1` gave NPYLR7 agonist -10, mcGAS inh -6 and hcGAS inh -2.
`O=C(c1ccccc1Cl)N1CCN(C2c3ccccc3CCc3ccccc32)CC1` gave NPYLR7 agonist 12, mcGAS inh -7 and hcGAS inh -9.
`CCCc1cc2c(=O)c(-c3cc4ccccc4o3)coc2cc1OC(C)C(=O)OCC` (stereo unspecified) gave NPYLR7 agonist -3 and hcGAS inh -3.
Screening COc1cc(-c2nc3ccc(Br)cn3c2NC2CCCCC2)ccc1OC(=O)c1cccc(Br)c1 returned NPYLR7 agonist 14, mcGAS inh -8 and hcGAS inh -10.

Later entries
`CN(C)N1C(=O)CC(N2CCCCCC2)C1=O` (stereo unspecified) gave NPYLR7 agonist 8, mcGAS inh -6 and hcGAS inh -2.
CNc1cnc(-c2cccc(C(=O)N3CCOCC3)c2)cn1 was read as NPYLR7 agonist 0 and hcGAS inh -15.
Screening CC(c1ccccc1Cl)N(C(=O)c1n[nH]c(=O)c2ccccc12)C1CC1 (stereo unspecified) returned NPYLR7 agonist 7, mcGAS inh -8 and hcGAS inh -7.
For CONC(=O)c1cc2c(cc1Br)n(C)c(=O)n2C the results were NPYLR7 agonist 5 and hcGAS inh -6.
COc1cccc(C(=O)N2CCN(C(=O)CCN3CCc4sccc4C3c3cccc(F)c3)CC2)c1 (stereo unspecified) was read as NPYLR7 agonist 9, mcGAS inh -7 and hcGAS inh -9.
`N#CC(=Cc1cccc(O)c1)c1nc2ccccc2[nH]1` gave NPYLR7 agonist 15, mcGAS inh -4 and hcGAS inh -3.
O=C(Nc1cc(-c2ccc(Cl)cc2)nn1-c1ccc(Br)cc1)C1CCCCC1 was read as NPYLR7 agonist 21, mcGAS inh -8 and hcGAS inh -5.
Screening Cc1cc(CN(C)Cc2cnn(C)c2C)oc1C returned NPYLR7 agonist 7 and hcGAS inh 0.
CSc1nc(C(=O)NC2CCCN(c3nc4ccccc4s3)C2)cs1 (stereo unspecified) was read as NPYLR7 agonist -16, mcGAS inh -2 and hcGAS inh 5.
Screening COc1ccc(Cl)cc1NS(=O)(=O)N1CCCCCC1 returned NPYLR7 agonist 0 and hcGAS inh -8.
Cc1cccc(OCC(O)CN2C(=O)NC(C)(c3ccc4c(c3)OCO4)C2=O)c1 (stereo unspecified) was read as NPYLR7 agonist 5, mcGAS inh -7 and hcGAS inh -5.
For Cc1c(C(=O)Nc2cc3c(cc2Cl)OCO3)oc2c(Cl)cccc12 the results were NPYLR7 agonist 3, mcGAS inh -8 and hcGAS inh 6.
For Cc1cccc(C2=N/C(=C\C(Cl)=C\c3ccccc3)C(=O)O2)c1 the results were NPYLR7 agonist 0 and hcGAS inh 3.
Screening COc1ccc(CCOC(=O)C2CCCCN2C(=O)CC2CC2)cc1OC (stereo unspecified) returned NPYLR7 agonist -9, mcGAS inh -3 and hcGAS inh -8.
Screening O=C(Nc1c(C(=O)N2CCOCC2)oc2ccccc12)c1ccccc1 returned NPYLR7 agonist 12 and hcGAS inh -6.
